# N-glyco inh = increase of ERlucT glycosylation luciferase signal, primary screen, N-linked glycosylation inhibitor project, D54 ERlucT cells, luminescence, set 2 | D54 ERlucT glycosylation luciferase reporter, 24 h; percent of 100 nM tunicamycin response | reporter increase, % at 12.5 µM | hit rate 0.23% among 360,000 | AID 588692, 2011;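 active = mean luciferase reporter signal, scaled so untreated is 0 and the glycosylation-blocking control 100, at or above a set limit in every replicate; inconclusive = mean reaches the limit but not every replicate does; inactive = mean below the limit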;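 note: luciferase carries N-glycosylation sites so blocking glycosylation raises the light; 0% = median of neutral control wells and 100% = median of 100 nM tunicamycin wells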
# PDI inh = inhibitors of human PDI, primary screen, biochemical, turbidity, single point, plate reader; Protein disulfide-isomerase (Homo sapiens), P07237; PDI insulin aggregation turbidity, A650, 90 min; inhibition, % at 10 µM; hit rate 0.052% among 350,000; AID 588391, 2011;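 active = mean inhibition across replicates of 30% or more, whatever share of single replicates reach that level; inconclusive = mean inhibition below 30% while every single replicate reaches 30%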;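 note: absorbance from insulin aggregation driven by PDI reduction with DTT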
# Target sequence (P07237 whole entry, looked up): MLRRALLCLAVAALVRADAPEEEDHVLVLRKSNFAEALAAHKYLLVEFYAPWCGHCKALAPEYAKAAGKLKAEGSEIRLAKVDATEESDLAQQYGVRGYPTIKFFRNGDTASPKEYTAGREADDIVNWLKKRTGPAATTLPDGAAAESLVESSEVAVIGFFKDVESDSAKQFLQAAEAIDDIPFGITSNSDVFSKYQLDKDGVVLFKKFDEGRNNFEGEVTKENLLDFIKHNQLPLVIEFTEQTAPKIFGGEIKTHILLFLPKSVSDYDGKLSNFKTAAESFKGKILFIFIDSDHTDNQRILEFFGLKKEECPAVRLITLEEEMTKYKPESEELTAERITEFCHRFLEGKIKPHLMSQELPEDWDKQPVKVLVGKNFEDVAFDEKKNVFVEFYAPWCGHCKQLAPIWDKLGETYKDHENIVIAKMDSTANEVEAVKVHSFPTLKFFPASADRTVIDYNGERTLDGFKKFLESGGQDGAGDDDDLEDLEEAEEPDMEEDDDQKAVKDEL
# aDG glyco up = activators of alpha-DG glycosylation, primary screen, uHTS, Pro5-aDG cells, AlphaScreen; alpha-DG glycosylation AlphaScreen (IIH6); 0% Pro5, 100% B10-LARGE cell signal; activation, % at 10 µM; hit rate 0.22% among 360,000;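 active = activation of at least 8% versus controls, or a plate z-score of at least 8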;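 note: Pro5 are CHO cells carrying HIG-tagged alpha-DG that lacks glycosylation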
# m5-HT2A agonist = mouse Htr2a agonists via beta-arrestin recruitment, primary screen, cell-based, luminescence; 5-hydroxytryptamine receptor 2A (Mus musculus), P35363; CHO-K1 mHTR2A beta-arrestin complementation; percent of 30 µM serotonin response; activation, % at 7.6 µM; hit rate 0.66% among 360,000; AID 624169, 2012;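 active = activation above a run cutoff, the mean activation of all tested compounds plus 3 SD, cut at about 14% in these data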;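 note: 0% = plate median of compound wells and 100% = 30 µM serotonin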
# Vif inh = HIV Vif self-association inhibitors, primary screen, imaging, HEK293T, single point. hit rate 0.35% among 340,000. AID 602346, 2012. inhibition, % at 7.49 µM. HEK293T cells, Vif self-association by quenched fluorescence, 24 h; in the data active = inhibition above about 50%, passing the limit was not always enough; inconclusive = no clear call, values can overlap the other calls; inactive = below about 31%; note: some results filed as inactive read as strong as hits
# CaV13 ICDI inh = Disruptors of the CACNA1D IQ motif to Ca2+-dependent inactivation inhibitor domain association, primary screening, Förster resonance energy transfer in intact living …; inhibition, % at 12.3 µM; hit rate 0.098% among 340,000; HEK cells, CFP/YFP FRET ICDI-IQ, plate reader, 10 min; percent FRET-ratio fall versus neutral wells;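 active = mean replicate inhibition of at least 30% and at least 1% of replicates passing that level; inconclusive = only one of the two criteria is met; inactive = neither criterion is met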;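 note: 0% = median of the neutral control wells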
# ABCB6 inh MLPCN = ABCB6 transporter inhibitors, primary screen, K562-ABCB6 cells, flow cytometry, MLPCN library; K562-ABCB6 porphyrin accumulation, 1 h; stronger effect = lower value; fluorescence ratio to DMSO, % at 10 µM; ATP-binding cassette sub-family B member 6 (Homo sapiens), Q9NP58; hit rate 0.19% among 360,000; AID 602162, 2011;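 active = fluorescence ratio to DMSO below 75%, the collection mean minus 3 SD; inconclusive = too few cells collected in the well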;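 note: signal is porphyrin accumulated inside mitochondria; 100% equals median channel fluorescence of DMSO control wells; lower ratio means ABCB6 inhibition with less porphyrin fluorescence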
# MC4R antag cAMP = MC4R antagonists of cAMP signaling, primary screen, cell-based, TR-FRET, antagonist arm of biased-ligand search. hit rate 0.48% among 360,000. inhibition, % at 6.5 µM. Melanocortin receptor 4 (Homo sapiens), P32245. MC4R-expressing cells, MTII-stimulated cAMP, LANCE TR-FRET;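 active = inhibition above its plate's cutoff, the mean of tested wells on that plate plus 3 SD, cut at about 29% in these data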;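 note: 0% = Melanotan II alone and 100% = Melanotan II plus saturating MCL0020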
# Target sequence (P32245 whole entry, looked up): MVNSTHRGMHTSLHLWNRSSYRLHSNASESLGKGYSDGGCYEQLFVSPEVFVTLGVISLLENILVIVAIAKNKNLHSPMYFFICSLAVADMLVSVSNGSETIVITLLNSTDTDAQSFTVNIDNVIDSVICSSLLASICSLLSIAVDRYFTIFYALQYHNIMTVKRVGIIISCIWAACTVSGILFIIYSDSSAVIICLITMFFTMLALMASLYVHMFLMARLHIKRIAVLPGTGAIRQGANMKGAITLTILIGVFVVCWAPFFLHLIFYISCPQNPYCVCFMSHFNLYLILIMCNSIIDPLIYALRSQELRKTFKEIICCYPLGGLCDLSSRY
#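 Material: U2OS-MC4R stable cell line | Reagent: Melanotan II challenge after compound preincubation | Doses: One concentration, 6.5 µM nominal | Incubation: 30-min compound preincubation, 1-h Melanotan II challenge, 1-h detection, room temperature | Signal: TR-FRET cAMP assay | Replicates: One well per compound, no replicates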
# MC4R barr agon = MC4R agonists recruiting beta-arrestin, primary screen, cell-based, luminescence, agonist arm of biased-ligand search; Melanocortin receptor 4 (Homo sapiens), P32245; U2OS MC4R beta-arrestin complementation; percent of melanotan II response, DMSO zero; activation, % at 8.9 µM; hit rate 0.98% among 360,000;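 active = activation above a per-plate cutoff, the mean activation of sample wells on that plate plus 3 SD, cut at about 8% in these data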
# H9c2 protect = cardioprotection against H2O2-induced cell death, primary screen, uHTS, H9c2 cells, ATPLite luminescence. H9c2 cardiomyocytes, H2O2 injury protection, 2 h. hit rate 0.63% among 360,000. AID 588492, 2011. protection from H2O2 cell death, % at 20 µM;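 active = compounds giving at least 50% protection of heart cells from peroxide-induced death in the single-dose screen, raw or plate-pattern-corrected value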;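 note: 0% = DMSO wells with peroxide and 100% = DMSO wells without peroxide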
# * = called active by the depositor; ? = inconclusive; . = no result given. Hits appear at their usual frequency; any-hit rate near 3.6%.
SMILES,N-glyco inh,PDI inh,aDG glyco up,m5-HT2A agonist,Vif inh,CaV13 ICDI inh,ABCB6 inh MLPCN,MC4R antag cAMP,MC4R barr agon,H9c2 protect
NC(c1ccc(F)c(F)c1)c1nc(-c2cc(F)cc(F)c2)cs1 (configuration not stated),-1,-3,0.2,1,?,-6,100,-4,2.4,3
CCCc1cc(=O)oc2cc(Oc3ncccn3)ccc12,2,5,0.2,-1,3,.,105,-2,-1.4,10
COc1ccc(C(C)=O)cc1CSc1nc2ccccc2c(=O)n1-c1ccccc1C,1,2,0.3,-1,5,-3,96,-43,-1.1,13
CCN(CC)/C(N)=N/c1nc(C)cc(C)n1,1,4,-0.1,2,-4,4,99,16,1.0,-3
CC(=O)c1ccc(OCC(O)CN2CCN(c3ccccn3)CC2)cc1 (configuration not stated),2,1,0.1,37*,-1,8,99,4,0.9,-2
O=C1c2cccc3cccc(c23)C(=O)N1CC1CCN(S(=O)(=O)c2ccc(F)cc2)CC1,-4,6,-0.1,1,11,-4,99,10,-0.1,-3
COc1ccc(NC(=O)Cn2cc(C(=O)c3ccco3)c3ccccc32)cc1,-4,1,0.1,3,-2,-5,96,-1,-0.3,-6
CCOC(=O)N(C)c1c(CC)nc2c(OCc3ccc(S(C)(=O)=O)cc3)cccn12,1,-1,0.1,3,5,-5,98,-1,0.8,0
Cn1c(=O)[nH]c(=O)c2c1nc(N1CCCCC1)n2C/C=N/Nc1ccc(C(=O)O)cc1,0,5,0.0,7,-2,-5,96,-11,-0.3,16
Cc1ccc(-n2c3c(c(O)c(-c4ccccc4)c2=O)C(=O)CC(C)(C)C3)cc1,3,-3,-0.4,3,8,-5,104,-1,-1.5,8
O=c1[nH]c(SCc2nc3c(cnn3-c3ccccc3)c(=O)[nH]2)nc2ccccc12,-3,8,-0.3,2,-10,-2,100,2,0.5,53*
COc1cc(OC)cc(OC(=O)C2CCN(C(=O)c3ccc(F)cc3)CC2)c1,3,14,0.0,-6,-4,-6,97,15,-1.9,1
COc1ccc(/C=N\NC(=O)c2ccc(F)cc2)cc1COc1ccccc1C(N)=O,-2,2,-0.3,-3,-5,.,93,13,-0.5,14
COC(=O)c1ccc(CSc2nc3ccccc3s2)o1,0,5,-0.1,-2,?,-8,101,2,-0.1,-2
CCOc1ccc(NC(=O)c2cc3n(n2)C(C(F)(F)F)CC(c2ccco2)N3)cc1 (configuration not stated),-3,-8,0.4,-3,0,-3,92,-12,0.5,-8
COc1ccccc1C(=O)Nc1cccc(NC(=O)c2ccccc2C)c1,0,4,0.2,-3,-10,-5,96,11,-1.7,-2
CN(C(=O)c1cccc(NC(=O)Cc2ccc(NC(=O)C3CCN(C(=O)C4CCCC4)CC3)cc2)c1)C1CC1,-1,-5,-0.2,3,-11,-5,102,0,-0.6,-5
CN(C(=O)c1ccnn1C)C1CCCN(Cc2ccccc2F)C1 (configuration not stated),.,0,0.0,-3,.,-6,98,-1,-1.1,2
CN(C)c1ccc(CNC(=O)C2Cc3c(-c4ccccc4Oc4ccccc4)ccnc3O2)cc1 (configuration not stated),-4,0,-0.1,9,0,-9,95,0,-0.3,-3
O=C(Nc1nnc(-c2ccccc2)o1)c1cc(Cl)sc1Cl,4,-11,-0.2,5,4,-2,69*,-6,-0.8,48
Cc1cnc(C(=O)OCC(=O)N(C)CC(=O)Nc2ccccc2Cl)cn1,1,2,0.1,-6,38,-3,97,7,-4.5,2
c1ccc(Cn2nnc3cnccc32)cc1,-2,0,-0.1,0,0,-8,104,7,1.2,0
C[C@H](NC(=O)OC(C)(C)C)C(=O)NCC1CCC(C(=O)N[C@@H](Cc2ccccc2)C(=O)O)CC1 (some centres not stated),-1,-2,0.0,-3,?,-4,96,0,-1.2,0
COc1cc(CCCN2C(N)=NC[C@@H]2Cc2ccccc2)cc(OC)c1OC,2,-3,0.0,16*,-4,-6,94,-4,0.7,-1
Nc1cc(C(=O)OCC(=O)NCC2CCCO2)ccc1Cl (configuration not stated),-1,-2,0.0,1,0,-5,100,13,-1.4,-4
COc1cccc(CNC(=O)CN2C(=O)COc3ccc(S(=O)(=O)N4CCOCC4)cc32)c1,1,-5,0.3,0,3,-6,101,11,-0.9,-2
Cc1ccc(C)c(S(=O)(=O)N2CCN(Cc3ccc(O)c4ncccc34)CC2)c1,-11,11,-0.7,11,1,-5,106,10,-3.2,27
O=C(NCCc1cn[nH]c1)C1CCC(=O)N(CCc2cccc(F)c2)C1 (configuration not stated),-1,3,-0.1,4,-2,-6,98,8,-1.7,2
Cc1nnc(SCC(=O)Nc2ccc(F)cc2F)n(N)c1=O,2,12,0.0,-5,8,-2,92,-3,-2.6,5
O=C(COC(=O)/C=C/c1cccc(F)c1)NC1CCCCCC1,0,-8,-0.2,-3,25,-5,88,11,0.9,-7
CC1(C(=O)NS(=O)(=O)c2ccccc2)CCN1C(=O)Cc1cc(F)ccc1F (configuration not stated),0,-2,-0.1,1,-1,-10,94,1,-2.1,8
COC(=O)c1c(NC(NC(=O)C(C)C)C(Cl)(Cl)Cl)sc2c1CCC2 (configuration not stated),-2,-1,0.2,-1,1,.,113,13,-1.1,-1
CCCCN1C(=O)c2ccc(C(=O)OCC(=O)N3CCN(c4ccccc4)CC3)cc2C1=O,-1,-76,0.2,5,0,-6,87,5,-1.4,-7
CCOC(=O)C1=C(C)N(C)C(C)=C(C(=O)OCC)C1c1ccccn1,2,7,0.0,8,13,-6,95,5,-0.9,-2
CCOC(=O)N1CCC(N2CCN(S(=O)(=O)c3ccc4ccccc4c3)CC2)CC1,1,9,1.0,2,-4,-3,106,4,-1.6,-9
COCCNc1c2c(c(C#N)c3nc4ccccc4n13)CCCC2,-2,3,-0.2,7,2,-3,100,13,0.4,-6
CCNC(=O)C1(C)CCCN(C(=O)c2nc3ccccc3s2)C1 (configuration not stated),-4,-25,-0.2,-2,.,-5,92,2,1.0,10
Cc1noc(NS(=O)(=O)c2ccc(NC(=O)CCN3C(=O)c4ccccc4C3=O)cc2)c1C,1,0,-0.2,-2,0,-2,106,20,0.0,-8
CCOC(=O)c1cc2occc2n1Cc1c(F)cccc1Cl,3,-4,-0.1,0,-14,-5,105,13,2.2,-15
O=C(Nc1ccccc1C(=O)NC1CCCC1)NC1CCCC1,2,-6,-0.2,-1,?,-5,101,0,-1.9,-3
CC1(C)CC(=O)C(C(O)c2ccc([N+](=O)[O-])cc2)C(C)(C)N1 (configuration not stated),3,4,0.1,13,8,-17,102,1,-2.5,-2
COc1ccc(NC(=O)C(Sc2nnc3ccccn23)c2ccccc2)cc1Cl (configuration not stated),1,2,-0.2,0,-5,-3,98,0,-1.0,4
CN(C(=O)CSc1nnc(-c2ccccc2F)o1)c1ccccc1,0,0,0.2,0,4,-2,99,4,-2.7,-6
CCS(=O)(=O)N1CCN(S(=O)(=O)c2ccc3c(c2)OCCO3)CC1,2,-12,0.1,6,4,-4,100,0,1.7,-5
CC(C)C[C@@H](CNCC(=O)[C@H](Cc1ccccc1)NC(=O)c1[nH]cnc1C(=O)N[C@@H](C)CN)NC(=O)c1nc[nH]c1C(=O)N[C@@H](CC(=O)O)C(=O)O,0,0,-0.2,-4,-4,-6,103,-4,0.2,-12
CCOC(=O)Cn1ccc(O)c(Cc2ccc(Cl)cc2Cl)c1=O,1,0,0.1,5,2,-3,90,3,2.1,1
CC(C)CCNC(=O)CSc1nc2ccccc2s1,0,-4,-0.1,1,10,-1,93,2,-1.1,-5
CCOc1ccc(Nc2nc3ccccc3n2C)cc1,0,-1,0.1,-4,-1,-2,97,-1,-1.5,-5
O=C1CSC(c2cccnc2)N1CC1CC1 (configuration not stated),0,-8,0.0,2,-6,-1,93,4,0.0,-1
CC1(C(=O)Nc2ccc3ccccc3c2)CCC(=O)N1CCc1c[nH]c2ccccc12 (configuration not stated),-1,.,0.0,-1,.,-10,96,.,.,3
Cc1ccsc1CNCC(O)c1ccccc1 (configuration not stated),0,2,0.2,6,14,-2,100,-3,0.8,4
Cc1ccccc1C(=O)Nc1ccc(S(=O)(=O)N2CCN(C)CC2)cc1,1,10,0.0,-2,-1,.,.,9,-0.3,-3
CC(C)(C)C(=O)NC(=S)NCCc1ccccc1,-3,7,0.1,0,1,-3,85,6,2.8,-12
CN(CC(=O)NCCc1ccc(S(N)(=O)=O)cc1)CC(=O)Nc1ccccc1Cl,0,2,0.1,-5,1,-6,96,1,-1.5,5
CN(c1cccc(Cl)c1)S(=O)(=O)c1cccc(C(=O)NN2CCOCC2)c1,0,8,-0.3,4,-5,-5,95,5,-2.5,8
OCCN1CCN(c2nc(-c3ccccc3)c3cc(Br)ccc3n2)CC1,-2,-8,0.8,0,-2,-19,100,5,0.9,-5
Cc1[nH]n(-c2ccccc2)c(=O)c1N=Nc1ccc(C#N)cc1,2,-1,0.0,9,-3,-17,98,10,-2.8,-10
O=C(CNc1ccc(C(F)(F)F)cc1)Nc1cccc(S(=O)(=O)N2CCCCC2)c1,-1,15,0.6,-5,-5,-11,93,19,4.4,-34
CC(C)(Oc1ccc(Cl)cc1)C(=O)NNC(=O)c1ccc(Br)o1,1,1,0.4,-4,-9,-12,98,8,-4.4,-1
CC(C)[C@H](NS(=O)(=O)c1ccccc1)C(=O)OCC(=O)NC1CCCCC1,3,-7,0.0,0,-3,-3,99,7,-1.1,3
# New compounds follow:
SMILES,N-glyco inh,PDI inh,aDG glyco up,m5-HT2A agonist,Vif inh,CaV13 ICDI inh,ABCB6 inh MLPCN,MC4R antag cAMP,MC4R barr agon,H9c2 protect
CCN(CC)c1ccc(-c2sc(Nc3ccccc3)n[n+]2-c2ccc(F)cc2)cc1,0,2,0.3,-6,16,-9,801,-1,4.3,-20
COc1ccccc1-c1n[nH]c(=S)n1N,1,1,-0.4,-3,-4,-3,97,5,-0.7,-9
O=C1CCCN2N=C(SCC(=O)Nc3ccc(Cl)cc3)SC2=N1,0,-10,0.4,-1,-5,-7,90,20,1.4,-13
O=C(CSc1nccn1Cc1ccco1)Nc1cccc(F)c1,3,0,-0.1,0,-15,.,96,-1,0.2,0

# From PubChem BioAssay
